Source: PubChem BioAssay (The Scripps Research Institute Molecular Screening Center)
CHO-K1 Ca antag: M1 antagonist counterscreen hit in parental CHO-K1 cells; hit rate 0.6% among 360,000; inhibition, % at 3 µM; AID 602250; ATP-induced calcium, Fluo-8 fluorescence;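 active means inhibition above a per-plate cutoff, the plate's mean sample inhibition plus 3 SD, cut at about 24% in these data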;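 further: 0% = DMSO plus EC80 ATP and 100% = DMSO alone without ATP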
TAAR1 antag: antagonists of human TAAR1 | Q96RJ0 | CHO RD-HGA16 TAAR1, Fluo-8 calcium fluorescence, antagonist | inhibition, % at 3 µM | hit rate 1.5% among 360,000 | AID 624466;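 active means inhibition above a per-plate cutoff, the mean inhibition of test compounds on that plate plus 3 SD, cut at about 49% in these data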;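 further: 0% = DMSO plus EC80 beta-PEA response and 100% = DMSO alone without agonist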
Target sequence (Q96RJ0 whole entry, looked up): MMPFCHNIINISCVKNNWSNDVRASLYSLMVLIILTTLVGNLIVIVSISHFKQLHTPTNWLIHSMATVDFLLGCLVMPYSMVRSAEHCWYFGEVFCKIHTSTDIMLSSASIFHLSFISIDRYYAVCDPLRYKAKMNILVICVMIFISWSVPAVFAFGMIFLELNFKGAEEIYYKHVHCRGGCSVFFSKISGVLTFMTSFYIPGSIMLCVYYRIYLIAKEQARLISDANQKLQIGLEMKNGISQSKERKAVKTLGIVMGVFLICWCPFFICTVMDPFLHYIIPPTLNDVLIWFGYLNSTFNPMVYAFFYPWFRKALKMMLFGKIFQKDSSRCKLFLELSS
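System: CHO RD-HGA16 cells bearing hTAAR1. Reagent: EC80 β-phenethylamine stimulus. Schedule: seeding 17-24 h prior, 75-min 37 °C, 30-min RT dye loading. Signal: Fluo-8 intracellular calcium dye fluorescence, real-time kinetic reads. Read-out: % inhibition from peak post-agonist over basal fluorescence ratio. Benchmarks: vehicle wells and EC80 agonist wells. Replicates: n of 1.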
CHO parental Ca: counter-screen for OX1R antagonists: effect in parental CHO cells; parental CHO-K1, ATP-induced calcium, Fluo-8 fluorescence; inhibition, % at 5.6 µM; hit rate 0.63% among 330,000;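 active means inhibition above that plate's mean sample inhibition plus 3 SD, cut at about 26% in these data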;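 further: 0% = ATP-challenged DMSO wells and 100% = DMSO wells without ATP; some compounds past the cut are filed as inactive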
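test system = CHO parental line | reagent = ATP stimulus | measured by = intracellular calcium via Fluo-8 no-wash fluorescent dye | control set = ATP and no-ATP DMSO wells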
M1 antag: blocks human M1 muscarinic receptor; inhibition, % at 3 µM; CHO-K1 hM1, Fluo-8 calcium fluorescence, ACh EC80 antagonist; P11229; hit rate 1.3% among 360,000;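 active means percent inhibition above its own plate's cutoff, namely the mean of that plate's compound wells plus 3 SD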;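 further: peak over basal fluorescence ratio during 140 s after agonist addition; 0% = ACh EC80 plus DMSO and 100% = DMSO alone without agonist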
Target sequence (P11229 whole entry, looked up): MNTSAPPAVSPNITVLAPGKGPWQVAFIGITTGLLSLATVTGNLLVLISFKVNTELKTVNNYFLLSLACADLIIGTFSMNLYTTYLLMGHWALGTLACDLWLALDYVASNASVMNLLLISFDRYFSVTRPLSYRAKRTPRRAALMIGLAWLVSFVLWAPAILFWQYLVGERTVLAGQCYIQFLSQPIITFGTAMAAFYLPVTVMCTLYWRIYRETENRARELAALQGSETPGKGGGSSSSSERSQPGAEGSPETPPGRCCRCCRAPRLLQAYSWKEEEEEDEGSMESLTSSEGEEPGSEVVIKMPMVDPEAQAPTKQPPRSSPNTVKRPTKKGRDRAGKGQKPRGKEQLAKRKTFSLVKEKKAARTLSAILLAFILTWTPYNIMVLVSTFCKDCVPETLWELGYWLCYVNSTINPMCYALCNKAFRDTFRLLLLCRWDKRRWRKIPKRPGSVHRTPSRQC
CHO-K1 Ca ag: nonselective activator or artifact in parental CHO-K1 cells; Fluo-8 calcium fluorescence; scaled to maximal ATP response, vehicle zero; activation, % at 3 µM; hit rate 0.48% among 360,000; in the data active means activation above about 15%;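 further: untransfected CHO-K1 host cells lacking M1 receptor as counterscreen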
M1 PAM parental: nonselective activator or artifact in parental CHO-K1 calcium assay. hit rate 0.02% among 360,000. ATP EC20, Fluo-8 calcium fluorescence; 0% at ATP EC20, 100% at ATP max. AID 602247. activation, % at 3 µM;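 active means activation above the run cutoff, the mean activation of all test compounds plus 3 SD, cut at about 40% in these data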;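 further: peak over basal fluorescence ratio in a 140 s read after ATP addition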
TAAR1 agonist: human TAAR1 agonism | CHO RD-HGA16 TAAR1, Fluo-8 calcium fluorescence; vehicle wells 0%, saturating PEA agonist 100% | activation, % at 3 µM | hit rate 0.99% among 360,000 | AID 624467;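 active means activation above the mean activation of all test compounds in the run plus 3 SD, cut at about 38% in these data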
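Test system: RD-HGA16 (CHO) cells co-expressing Gα16 and hTAAR1; dosing: one-point dosing at 3 µM (nominal); timing: 17-24 h seeding, 75 min 37 °C dye, 30 min RT; signal: kinetic Fluo-8 calcium fluorescence; read-out basis: % activation relative to PEA EC100 response; controls: DMSO and PEA EC100; replicates: n 1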
CHRM1 PAM: human CHRM1 positive allosteric modulation; hit rate 0.088% among 360,000; P11229; activation, % at 3 µM; CHO-K1 hM1, Fluo-8 calcium fluorescence, ACh EC20; 0% = ACh EC20, 100% = maximal ACh; in the data active means activation above about 19%, passing the limit was not always enough
M1 ag: human M1 muscarinic receptor agonism; P11229; CHO-K1 hM1, Fluo-8 calcium fluorescence, agonist mode; 0% DMSO, 100% acetylcholine EC100; activation, % at 3 µM; hit rate 0.33% among 360,000;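 active means activation above the run's mean compound activation plus 3 SD, cut at about 16% in these data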;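 further: peak over basal fluorescence ratio within a 140 s kinetic read after compound addition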
An asterisk follows results filed as active; nt = no result given.

No. | compound | CHO-K1 Ca antag | TAAR1 antag | CHO parental Ca | M1 antag | CHO-K1 Ca ag
1 | Cc1cccc(NC(=S)N/N=C2\CC(C)(C)Oc3ccc(O)cc32)c1 | 2 | 13 | -25 | -3 | 2.8
2 | COc1ccc(/C=N/Nc2nc(C)cc(-c3ccccc3)n2)cc1OC | -2 | 38 | -11 | 15 | 2.3
3 | Cc1c(OCC(=O)NCc2ccncc2)ccc2c3c(c(=O)oc12)CCC3 | -3 | -8 | -27 | 0 | 0.8
4 | CCOC(=O)C(NC=O)(NC(C)(C)C)C(=O)OCC | -2 | 1 | -8 | -21 | 0.4
5 | C=CCOC(=O)C(C#N)c1nc2ccccc2nc1N1CCN(Cc2ccc3c(c2)OCO3)CC1 (stereo not drawn) | -4 | -6 | -20 | 10 | -0.6
6 | O=C(CSc1ccc(Cl)cc1)Nc1ccc(N2CCN(c3ccccc3)CC2)c(F)c1 | -4 | -6 | -3 | -26 | 0.2
7 | O=C(CSc1ccc(-c2cccs2)nn1)NCCc1ccccc1 | -14 | -16 | -10 | 0 | 0.2
8 | COc1ccc(S(=O)(=O)N(C)CC(=O)NCCC2=CCCCC2)cc1 | 8 | -9 | -20 | -1 | 0.4
9 | Cc1cccc(N2CCN(C(=O)c3ccc(Cl)c(S(=O)(=O)N4CCc5ccccc5C4)c3)CC2)c1C | -21 | -11 | -13 | -10 | 0.9
10 | O=C(OCC(=O)N1CCc2ccccc2C1)c1cccc([N+](=O)[O-])c1 | 7 | 4 | 1 | 1 | 0.2
11 | COc1cccc(C(O)c2nc(-c3cccc(C(F)(F)F)c3)cs2)c1 (stereo not drawn) | -2 | 7 | nt | 1 | 0.2
12 | CCOC(=O)c1c(C)[nH]c(C(=O)OCC(=O)N(CC(C)C)c2c(N)n(Cc3ccccc3)c(=O)[nH]c2=O)c1C | 0 | 25 | -26 | -24 | 0.5

No. | M1 PAM parental | TAAR1 agonist | CHRM1 PAM | M1 ag
1 | 14 | 1 | 0 | -6
2 | 4 | 7 | -9 | 0
3 | -14 | 3 | 1 | -4
4 | 12 | 13 | 1 | -2
5 | 11 | 1 | -6 | -4
6 | 12 | 1 | 9 | -1
7 | 3 | 2 | 3 | -7
8 | -8 | 5 | 1 | -5
9 | 29 | -1 | 3 | -11
10 | -7 | 0 | 6 | -7
11 | -4 | 1 | 0 | -4
12 | 2 | 5 | 9 | -2

Remaining list, next part:
No. | compound | CHO-K1 Ca antag | TAAR1 antag | CHO parental Ca | M1 antag | CHO-K1 Ca ag
13 | CC(C)OP(=O)(c1ccc(N(C)C)cc1)C(O)c1ccccc1 (stereo not drawn) | 0 | 11 | 8 | 7 | -0.3
14 | CC(C)Oc1ccc(OCCn2c(=S)[nH]c3c(N)ncnc32)cc1 | -7 | 0 | -11 | 3 | -0.2
15 | c1ccc(-c2ccccc2OCCOCCN2CCNCC2)cc1 | 16 | -2 | -10 | 7 | 0.0
16 | COc1ccc(-c2nnc(SCC(=O)c3ccco3)n2-c2ccccc2)cc1 | -3 | -7 | -5 | -12 | 0.4
17 | OC(COc1ccc2c(c1)OCO2)CN1CCN(c2ccc(F)cc2)CC1 (stereo not drawn) | -3 | 7 | -7 | -4 | 0.2
18 | Cc1ccc(OCCOc2ccc(Br)cc2/C=N\NC(N)=O)cc1 | -3 | -7 | -3 | -4 | 0.0
19 | O=C(CCSc1ccccc1)NCCSCc1ccccc1 | 7 | -16 | -15 | -5 | 1.7
20 | CN(C)S(=O)(=O)c1cccc(COc2ncnc3c(Cl)cc(Cl)cc23)c1 | 10 | -22 | -8 | -5 | 6.4
21 | COc1ccc(NC(=O)CN2CCN(CC(=O)Nc3ccc4c(c3)OCO4)CC2)cc1 | -12 | -1 | -1 | -30 | -0.1
22 | O=C(CN1CSCC1=O)N1CCN(S(=O)(=O)c2cc(C(F)(F)F)ccc2Cl)CC1 | -4 | -38 | nt | -15 | 1.3
23 | CCOC(=O)C(C)Sc1ncc(-c2ccccc2)cn1 (stereo not drawn) | 3 | 9 | -20 | 1 | 0.2
24 | C/C(=N/NC(=O)c1ccoc1C)c1ccc(N2CCOCC2)cc1 | -4 | 0 | -5 | -10 | 0.2

No. | M1 PAM parental | TAAR1 agonist | CHRM1 PAM | M1 ag
13 | -1 | 0 | 5 | -5
14 | 2 | 10 | -2 | -4
15 | -9 | 2 | -4 | -10
16 | 6 | 6 | -2 | -3
17 | 10 | 0 | 10 | -7
18 | 8 | 3 | 2 | -9
19 | 19 | 1 | 8 | -7
20 | -8 | 4 | 3 | -2
21 | 19 | 4 | 4 | -3
22 | -1 | 0 | 14 | -1
23 | -2 | 2 | 4 | -13
24 | 17 | 1 | 7 | -7

Next structures follow:
No. | compound | CHO-K1 Ca antag | TAAR1 antag | CHO parental Ca | M1 antag | CHO-K1 Ca ag
25 | Cc1c([N+](=O)[O-])oc2c1C(=O)NCCC2 | -4 | 4 | nt | -13 | 0.2
26 | CCC(C)c1ccc(NC(=S)N2CCN(c3ccccn3)CC2)cc1 (stereo not drawn) | 10 | 6 | -16 | 17 | 6.5
27 | COCc1nnc(NC(=O)c2cccc(NC(=O)c3ccccc3)c2)s1 | 13 | 25 | -15 | 4 | 3.2
28 | O=C(CC1C(=O)NCCN1C(=O)c1ccc([N+](=O)[O-])cc1)Nc1ccc(F)cc1 (stereo not drawn) | -6 | -10 | 1 | 6 | 0.1
29 | CC(C)(C)c1ccc(NC(=O)c2cc(C3CCCN(S(=O)(=O)c4cccc5cccnc45)C3)on2)cc1 (stereo not drawn) | -10 | -1 | nt | -18 | -0.1
30 | COc1ccc(NC(=O)C(CC(C)C)NC(=O)C2CCCCC2)c(OC)c1 (stereo not drawn) | 4 | -30 | -13 | 5 | -0.1
31 | Cc1ccc(NC(=O)c2ccc(Cl)c(S(=O)(=O)N3CCCCC3)c2)nc1 | -16 | 1 | -20 | -7 | 1.6
32 | CCC(C(=O)NC1CC1)n1nc(C)c2c(C)n(-c3ccc(C)cc3)nc2c1=O (stereo not drawn) | 5 | 0 | -15 | 2 | 0.4
33 | O=C(N1CCN(Cc2ccccc2)CC1)C12CC3CC(CC(C3)C1)C2 | 4 | -1 | -22 | -8 | 0.2
34 | O=C(Cc1ccccc1)NCC(=O)N/N=C/c1cccs1 | 1 | -25 | -10 | -5 | 0.3
35 | CCOC(=O)COc1cccc2c(=O)n(CC(=O)NCCc3ccccc3)ccc12 | -4 | -21 | -2 | -7 | 0.5
36 | CC1CCCCN1S(=O)(=O)c1ccc2c(c1)CCN2C(=O)CCC(=O)O (stereo not drawn) | -21 | 0 | -8 | -10 | 1.5

No. | M1 PAM parental | TAAR1 agonist | CHRM1 PAM | M1 ag
25 | -9 | 0 | 4 | -3
26 | -22 | -3 | -9 | -5
27 | -10 | 6 | 13 | 8
28 | 28 | 1 | 2 | -1
29 | 1 | 0 | 6 | -3
30 | -12 | 1 | -5 | -4
31 | 8 | 2 | 5 | -4
32 | -3 | -1 | 12 | -5
33 | 5 | 12 | 2 | -6
34 | -11 | 15 | 14 | 3
35 | 18 | 0 | 9 | -5
36 | 20 | 1 | 9 | -2

Next section.
No. | compound | CHO-K1 Ca antag | TAAR1 antag | CHO parental Ca | M1 antag | CHO-K1 Ca ag
37 | CC1CCN(S(=O)(=O)CCNC(=O)c2ccc(F)cc2)CC1 | 11 | -18 | -17 | 2 | 1.5
38 | CCCCNC(=O)c1ccccc1NC(=O)CN(c1ccccc1)S(=O)(=O)N(C)C | -9 | 13 | -30 | -4 | 2.2
39 | CCN(CC)CCNC(=O)c1c(O)c2cc(OC)c(OC)cc2[nH]c1=O | 4 | -6 | 8 | -35 | -0.1
40 | CCOc1ccc(N2C(=O)CC(NCCNc3ccc(C(=O)c4cccs4)cc3)C2=O)cc1 (stereo not drawn) | -15 | -5 | -23 | -5 | 1.1
41 | O=C(c1ccc(CS(=O)Cc2ccc(Cl)cc2)o1)N1CCN(c2ccc(F)cc2)CC1 (stereo not drawn) | -19 | 72* | -8 | 5 | 8.2
42 | Nc1nc(CSc2n[nH]c(-c3ccccc3)n2)nc(Nc2ccccc2)n1 | 8 | 30 | 3 | -5 | 5.0
43 | O=C(Cc1nc2ccccc2[nH]1)NCc1ccco1 | -16 | -7 | -22 | -15 | 0.7
44 | Cc1cc(C(=O)CCC(=O)N2CCN(c3ccccc3O)CC2)c(C)s1 | -7 | -9 | -29 | 6 | 1.6

No. | M1 PAM parental | TAAR1 agonist | CHRM1 PAM | M1 ag
37 | -8 | 0 | 2 | -5
38 | 8 | 2 | -1 | -3
39 | 14 | 9 | 5 | -6
40 | 22 | -1 | 2 | -4
41 | 1 | 24 | -8 | -2
42 | -4 | 20 | -3 | 2
43 | 18 | 9 | 7 | -1
44 | -18 | 6 | -4 | -5

From entry 33 as far as 42, as listed above:
No. | compound | CHO-K1 Ca antag | TAAR1 antag | CHO parental Ca | M1 antag | CHO-K1 Ca ag
33 | O=C(N1CCN(Cc2ccccc2)CC1)C12CC3CC(CC(C3)C1)C2 | 4 | -1 | -22 | -8 | 0.2
34 | O=C(Cc1ccccc1)NCC(=O)N/N=C/c1cccs1 | 1 | -25 | -10 | -5 | 0.3
35 | CCOC(=O)COc1cccc2c(=O)n(CC(=O)NCCc3ccccc3)ccc12 | -4 | -21 | -2 | -7 | 0.5
36 | CC1CCCCN1S(=O)(=O)c1ccc2c(c1)CCN2C(=O)CCC(=O)O (stereo not drawn) | -21 | 0 | -8 | -10 | 1.5
37 | CC1CCN(S(=O)(=O)CCNC(=O)c2ccc(F)cc2)CC1 | 11 | -18 | -17 | 2 | 1.5
38 | CCCCNC(=O)c1ccccc1NC(=O)CN(c1ccccc1)S(=O)(=O)N(C)C | -9 | 13 | -30 | -4 | 2.2
39 | CCN(CC)CCNC(=O)c1c(O)c2cc(OC)c(OC)cc2[nH]c1=O | 4 | -6 | 8 | -35 | -0.1
40 | CCOc1ccc(N2C(=O)CC(NCCNc3ccc(C(=O)c4cccs4)cc3)C2=O)cc1 (stereo not drawn) | -15 | -5 | -23 | -5 | 1.1
41 | O=C(c1ccc(CS(=O)Cc2ccc(Cl)cc2)o1)N1CCN(c2ccc(F)cc2)CC1 (stereo not drawn) | -19 | 72* | -8 | 5 | 8.2
42 | Nc1nc(CSc2n[nH]c(-c3ccccc3)n2)nc(Nc2ccccc2)n1 | 8 | 30 | 3 | -5 | 5.0

No. | M1 PAM parental | TAAR1 agonist | CHRM1 PAM | M1 ag
33 | 5 | 12 | 2 | -6
34 | -11 | 15 | 14 | 3
35 | 18 | 0 | 9 | -5
36 | 20 | 1 | 9 | -2
37 | -8 | 0 | 2 | -5
38 | 8 | 2 | -1 | -3
39 | 14 | 9 | 5 | -6
40 | 22 | -1 | 2 | -4
41 | 1 | 24 | -8 | -2
42 | -4 | 20 | -3 | 2
